# Bioassay records from PubChem BioAssay.
# PLC-beta3 inh: inhibitors of human phospholipase C beta3; Purified PLC-beta3, fluorogenic substrate, fluorescence; inhibition, % at 12.2 µM; 0.18% of 370,000 active; AID 720704; in the data active = inhibition above about 11%;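 note: 0% = median of compound wells on plate and 100% = full blocker control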
# ADAM10 inh: ADAM10 inhibition, QFRET primary screen; O14672; recombinant ADAM10, EDANS/DABCYL FRET peptide cleavage, 3 h; inhibition, % at 7 µM; 0.62% of 370,000 active;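 active = inhibition above a per-campaign cutoff equal to the mean of compounds falling between control-based bounds plus 3 SD, cut at about 20% in these data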;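 note: 0% = DMSO wells while the 100% control is not disclosed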
# ADAM17 inh: ADAM17 inhibition, QFRET primary screen. recombinant ADAM17, EDANS/DABCYL FRET peptide cleavage. inhibition, % at 6.95 µM. 0.83% of 370,000 active;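 active = inhibition above the mean of compounds lying between control limits plus 3 SD, set per campaign, cut at about 8.5% in these data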;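 note: 0% = DMSO-only wells as the low control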
# DDE Tn6 FP inh: DD(E)-Tn6 binding inhibition, primary FP screen. inhibition, % at 8.3 µM. Fibrin DD(E) TRITC-Tn6 fluorescence polarization displacement. 0.21% of 370,000 active;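 active = inhibition above a per-campaign cutoff: mean of compounds within control limits plus 3 SD, cut at about 15% in these data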;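 note: 0% = median of all compound wells on the plate and 100% = blocking peptide control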
# ASAP1 inh: inhibitors of human ASAP1 ArfGAP activity; AID 624377; Q9ULH1; inhibition, % at 16.5 µM; 0.19% of 360,000 active; ASAP1-stimulated ARF1 GTP hydrolysis, GDP FP detection; in the data active = inhibition above about 25%;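 note: 0% = vehicle with enzyme and substrate and 100% = no enzyme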
# TDP2 inh: blocks human TDP2 phosphodiesterase activity; O95551; recombinant TDP2, T5PNP hydrolysis, p-nitrophenol absorbance 415 nm; inhibition, % at 12.8 µM; 0.34% of 370,000 active;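 active = inhibition above the mean of all tested compounds plus 3 SD, set per campaign, cut at about 25% in these data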;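 note: 0% = DMSO with enzyme and 100% = buffer with substrate but no TDP2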
#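 Test system: Human TDP2 enzyme | Reagent: 5 mM T5PNP | Compound dosing: 12.8 µM single point, 1% DMSO | Incubation: Enzyme reaction with compound for 2 h at 37 °C | Technique: p-Nitrophenol epi absorbance | Read-out: % inhibition relative to enzyme-containing and enzyme-free wells | Benchmarks: High control without enzyme, low control DMSO plus TDP2 | Replicates: Singlicate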
# ARFGAP1 inh: inhibits rat ARF GTPase activating protein 1; Arfgap1-stimulated ARF1 GTP hydrolysis, GDP FP detection; 0.26% of 360,000 active; inhibition, % at 16.5 µM; AID 651572; Q62848;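 active = inhibition above a per-plate limit, mean inhibition of low control wells plus 3 SD, cut at about 25% in these data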;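 note: 0% = DMSO wells with enzyme and 100% = wells lacking Arfgap1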
#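 Replicates: Single well per compound | Assay system: Truncated rat Arfgap1 GAP domain | Control set: No-Arfgap1 wells (100%) versus DMSO full-reaction wells (0%) | Times: Enzyme reaction 120 min at 25 °C after 20 min preincubation | Reagent: Human ARF1(Δ1-17)-GTP substrate | Measured by: Tracer-displacement fluorescence polarization with EDTA stop, 620/688 nm | Measure: Percent inhibition of Arfgap1-stimulated GTP hydrolysis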
# SIAE primary: blocks human sialic acid acetylesterase; SIAE FP-Rh probe binding, fluorescence polarization; inhibition, % at 9.66 µM; 0.69% of 370,000 active;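 active = inhibition above a cutoff: mean of compounds within the control limits plus 3 SD of those, cut at about 17% in these data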;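 note: 0% = plate median of compound wells and 100% = probe without SIAE protein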
# Tn7 DDE FP: inhibitors of Tn7 peptide binding to human fibrin DD(E); P02675; FP displacement of FITC-Tn7 peptide from fibrin DD(E); 0% = median of compound wells per plate; inhibition, % at 8.3 µM; 0.13% of 370,000 active;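 active = inhibition above the mean of compounds falling within the control limits plus 3 SD of them, cut at about 14% in these data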;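 note: 0% = plate median of compound wells and 100% = 10 µM Aha-Tn7 peptide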
#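 Assay system: Human clot-derived fibrin DD(E) complex | Buffer or medium: Tris/NaCl/CaCl2 buffer, pH 7.8 | Repeats: One replicate per compound | Benchmarks: Aha-Tn7 high control | Measure: % inhibition scaled between sample-field median and high-control FP | Schedule: 10 min plus 3 h, room temperature | Signal: Fluorescence polarization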
# PLCg1 inh: inhibitors of human phospholipase C gamma1; AID 720700; P19174; inhibition, % at 12.2 µM; 0.84% of 370,000 active; purified PLC-gamma1, fluorogenic substrate, fluorescence; in the data active = inhibition above about 9.5%
# Target sequence (P19174 whole entry, looked up): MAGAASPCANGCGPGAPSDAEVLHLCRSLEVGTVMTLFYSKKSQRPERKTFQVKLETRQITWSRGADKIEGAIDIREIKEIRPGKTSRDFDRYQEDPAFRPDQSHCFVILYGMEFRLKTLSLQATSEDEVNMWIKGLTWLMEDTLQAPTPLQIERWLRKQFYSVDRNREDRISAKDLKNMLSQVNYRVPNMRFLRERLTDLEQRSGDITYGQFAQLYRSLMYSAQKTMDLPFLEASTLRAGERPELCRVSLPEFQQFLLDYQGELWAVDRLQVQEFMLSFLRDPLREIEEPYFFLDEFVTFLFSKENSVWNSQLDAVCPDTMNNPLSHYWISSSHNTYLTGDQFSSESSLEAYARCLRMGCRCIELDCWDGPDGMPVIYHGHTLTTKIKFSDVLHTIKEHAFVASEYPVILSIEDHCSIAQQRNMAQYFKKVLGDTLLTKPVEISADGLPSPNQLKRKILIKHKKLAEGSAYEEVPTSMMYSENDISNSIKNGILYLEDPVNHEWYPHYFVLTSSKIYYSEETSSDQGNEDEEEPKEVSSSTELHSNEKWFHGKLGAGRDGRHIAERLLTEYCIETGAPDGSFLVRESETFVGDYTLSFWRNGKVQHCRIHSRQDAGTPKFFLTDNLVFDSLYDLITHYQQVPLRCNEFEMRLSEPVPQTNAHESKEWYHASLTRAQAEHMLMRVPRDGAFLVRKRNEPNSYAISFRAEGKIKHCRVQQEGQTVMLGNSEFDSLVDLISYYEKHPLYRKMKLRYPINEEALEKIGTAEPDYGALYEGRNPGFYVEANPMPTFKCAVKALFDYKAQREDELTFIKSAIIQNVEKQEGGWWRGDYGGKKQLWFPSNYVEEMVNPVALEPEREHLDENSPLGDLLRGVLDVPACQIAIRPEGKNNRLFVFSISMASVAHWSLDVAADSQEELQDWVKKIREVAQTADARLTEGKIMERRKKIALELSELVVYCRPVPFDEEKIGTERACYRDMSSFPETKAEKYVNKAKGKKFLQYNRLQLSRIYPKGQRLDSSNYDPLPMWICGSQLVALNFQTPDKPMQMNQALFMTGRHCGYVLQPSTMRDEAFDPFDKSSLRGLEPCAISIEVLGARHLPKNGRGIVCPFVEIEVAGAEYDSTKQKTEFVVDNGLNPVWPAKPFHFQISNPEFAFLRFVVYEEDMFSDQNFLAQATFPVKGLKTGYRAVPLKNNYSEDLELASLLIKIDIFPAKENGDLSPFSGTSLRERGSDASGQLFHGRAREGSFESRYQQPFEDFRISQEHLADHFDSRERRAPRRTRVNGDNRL
# * = called active by the depositor; i = inactive; nt = not tested or not shown.
# Start of the listing, in advance:
SMILES,PLC-beta3 inh,ADAM10 inh,ADAM17 inh,DDE Tn6 FP inh,ASAP1 inh,TDP2 inh,ARFGAP1 inh,SIAE primary,Tn7 DDE FP,PLCg1 inh
OCCNc1nc(Nc2ccccc2OC(F)(F)F)nc(N2CCCC2)n1,-1,1,-4,-4,-8,7,4,6,0,2
CCOC(=O)Cn1c(C)cc(COC)c(C#N)c1=O,-13,-132,-44,0,0,-5,2,-7,-3,-12
CCOC(=O)N1CCN(S(=O)(=O)N2CCCC(C(=O)NCCc3ccc(OC)c(OC)c3)C2)CC1 (stereo not drawn),-8,1,1,-6,3,4,4,8,7,0
COCCN(C(=O)COC(=O)C12CC3CC(CC(C3)C1)C2)c1c(N)n(Cc2ccccc2)c(=O)[nH]c1=O,-4,-2,-11,-5,3,-1,-2,8,-7,2
Cc1onc(-c2ccccc2Cl)c1C(=O)Nc1ccc(-c2nnc3n2CCCCC3)cc1,-10,-7,-3,-2,2,-5,-11,-1,0,-6
COc1ccc(N2CCN(CNC(=O)c3ccccc3)CC2)cc1,-5,3,-3,7,7,-1,-5,1,-4,-2
O=C(c1ccc(Cl)s1)N1CCN(c2nc3ccccc3s2)CC1,2,-4,-4,5,-2,1,-8,1,8,2
CCOc1ccc(CSCCNC(=S)Nc2ccc(OC)cc2)cc1,3,5,2,-1,3,-17,4,12,-4,3
C=C(C)CCC(C)N1CCC(n2nccc2NC(=O)CCCc2ccccc2)CC1 (stereo not drawn),-6,1,-2,2,3,6,16,1,-5,4
Cc1cccn2c(=O)c3cc(C(=O)N4CC(C)CC(C)C4)sc3nc12 (stereo not drawn),-64,-143,-45,8,3,-21,-1,3,-6,-45
c1ccc(Cn2nnc3c(NCC4CC4)ncnc32)cc1,0,-4,0,6,-9,-4,-16,4,1,-3
CN(C)c1ccnc(Oc2ccccc2)c1C#N,-1,1,3,7,6,1,9,2,2,-1
CCCNS(=O)(=O)c1ccc(OCC(=O)NCCC2=CCCCC2)cc1,2,-8,-1,2,-12,-11,15,-3,-3,-4
Cn1c(SCC(=O)O)nnc1-c1cccc(NC(=O)c2cccc3ccccc23)c1,-7,2,-5,9,6,-4,-7,-3,2,-1

# The whole of this part, from the start:
SMILES,PLC-beta3 inh,ADAM10 inh,ADAM17 inh,DDE Tn6 FP inh,ASAP1 inh,TDP2 inh,ARFGAP1 inh,SIAE primary,Tn7 DDE FP,PLCg1 inh
OCCNc1nc(Nc2ccccc2OC(F)(F)F)nc(N2CCCC2)n1,-1,1,-4,-4,-8,7,4,6,0,2
CCOC(=O)Cn1c(C)cc(COC)c(C#N)c1=O,-13,-132,-44,0,0,-5,2,-7,-3,-12
CCOC(=O)N1CCN(S(=O)(=O)N2CCCC(C(=O)NCCc3ccc(OC)c(OC)c3)C2)CC1 (stereo not drawn),-8,1,1,-6,3,4,4,8,7,0
COCCN(C(=O)COC(=O)C12CC3CC(CC(C3)C1)C2)c1c(N)n(Cc2ccccc2)c(=O)[nH]c1=O,-4,-2,-11,-5,3,-1,-2,8,-7,2
Cc1onc(-c2ccccc2Cl)c1C(=O)Nc1ccc(-c2nnc3n2CCCCC3)cc1,-10,-7,-3,-2,2,-5,-11,-1,0,-6
COc1ccc(N2CCN(CNC(=O)c3ccccc3)CC2)cc1,-5,3,-3,7,7,-1,-5,1,-4,-2
O=C(c1ccc(Cl)s1)N1CCN(c2nc3ccccc3s2)CC1,2,-4,-4,5,-2,1,-8,1,8,2
CCOc1ccc(CSCCNC(=S)Nc2ccc(OC)cc2)cc1,3,5,2,-1,3,-17,4,12,-4,3
C=C(C)CCC(C)N1CCC(n2nccc2NC(=O)CCCc2ccccc2)CC1 (stereo not drawn),-6,1,-2,2,3,6,16,1,-5,4
Cc1cccn2c(=O)c3cc(C(=O)N4CC(C)CC(C)C4)sc3nc12 (stereo not drawn),-64,-143,-45,8,3,-21,-1,3,-6,-45
c1ccc(Cn2nnc3c(NCC4CC4)ncnc32)cc1,0,-4,0,6,-9,-4,-16,4,1,-3
CN(C)c1ccnc(Oc2ccccc2)c1C#N,-1,1,3,7,6,1,9,2,2,-1
CCCNS(=O)(=O)c1ccc(OCC(=O)NCCC2=CCCCC2)cc1,2,-8,-1,2,-12,-11,15,-3,-3,-4
Cn1c(SCC(=O)O)nnc1-c1cccc(NC(=O)c2cccc3ccccc23)c1,-7,2,-5,9,6,-4,-7,-3,2,-1
Cc1cc(C(=O)Nc2nc(C)c(C(=O)N(C)C)s2)ccc1[N+](=O)[O-],3,3,0,-5,-4,-1,-7,-2,2,-1
CC(=O)Nc1ccnn1C1CCN(C(=O)c2cccc(C)c2C)CC1,-1,4,-4,6,5,7,3,0,2,0
CCOc1ccccc1N1CC(C(=O)Nc2cc(Cl)ccc2-n2cncn2)CC1=O (stereo not drawn),-6,3,2,0,-2,-5,-9,7,3,4
CSc1nc2c(c(=O)n1-c1ccccc1)SCC2,-3,-1,-4,3,-7,7,1,-2,10,9
CC1(C)NC(=O)N(CCOc2ccc3c(c2)CCC3)C1=O,-1,4,1,-1,11,-3,9,-1,-2,-1
COc1ccc(C(=O)NNC(=O)CCc2nc3ccccc3c(=O)[nH]2)cc1,-1,-9,-4,-2,1,8,4,13,-1,-3
N#CC1c2ccccc2C=CN1C(=O)N(c1ccccc1)c1ccccc1 (stereo not drawn),-4,-8,1,-5,-1,-7,2,4,-1,1
Cn1c(-c2ccc(Cl)nc2)nc2ccccc21,-17,-42,-14,-6,-5,-2,13,-2,2,-9
C=CCn1c(CCNC(=O)c2cccs2)nnc1SCC(=O)c1cccc([N+](=O)[O-])c1,-3,-3,-4,-7,-1,-1,-7,-7,9,-2
CCN(CC)S(=O)(=O)c1cccc2cccnc12,5,3,-1,5,-2,9,-5,0,5,-2
CC(C(=O)Nc1sccc1C(N)=O)N1C(=O)C2CC=CCC2C1=O (stereo not drawn),-5,13,-2,2,-5,-7,1,3,-1,-3
Fc1ccccc1-c1n[nH]c(=S)n1N=Cc1cccc(OCc2ccccc2)c1,0,11,6,9,nt,4,nt,-1,2,1
O=C(NC(=O)N1CCOCC1)c1ccccc1,2,-7,0,-2,1,5,6,5,-3,-4
CC(=O)c1cccc(NC(=O)c2cc(=O)c3ccccc3o2)c1,-6,4,-1,-1,-8,-8,-9,0,1,1
O=C(CCCC(=O)N1CCN(c2ccccc2F)CC1)N1CCN(c2ccccc2F)CC1,1,-8,-1,-6,16,9,4,1,-2,-1
CN(Cc1cc2cc(F)ccc2[nH]1)Cc1nc(-c2cnccn2)no1,-5,-5,-2,-5,-10,9,-5,0,-6,-3
COCCNc1ncnc2c1ncn2[C@H]1CN(Cc2ccc(-c3ccccc3)cc2)C[C@@H](CO)O1,2,5,0,-1,2,-6,11,-2,-8,0
C=CCNC(=O)C1CC1(c1cccc(C)c1)c1cccc(C)c1 (stereo not drawn),-7,-3,2,10,-8,-4,13,-4,-4,-4
CN(C)S(=O)(=O)Oc1ccc(C(=O)Nc2ccc([N+](=O)[O-])cc2)cc1,2,-2,-1,-4,5,9,5,1,2,3
Cn1ccnc1COc1ccc(C=O)cc1,-4,5,-2,4,4,6,6,-3,-7,1
COc1ccc2oc(C(=O)OCc3c(C)noc3C)c(C)c2c1,-60,-129,-45,0,-16,10,-5,-4,5,-49
C=CCOC1=CS(=O)(=O)N(Cc2ccc(Br)cc2)c2ccc(Br)cc21,-6,2,0,6,0,-1,2,-9,-7,0
Cc1ccc(S(=O)(=O)NCC(=O)OCC(=O)NCCc2ccccc2)cc1,-7,0,-7,-12,11,2,5,-1,-2,-4
Cn1c(=O)[nH]c(N)c(Br)c1=O,2,-2,0,7,5,-3,0,-1,-1,3
O=C(CCCc1nc2ccccc2s1)Nc1ccc(N2CCOCC2)cc1,1,0,-2,4,-14,-5,3,1,-4,2
CS(=O)(=O)N(Cc1cccc(CN(C(C(=O)O)c2ccccc2)S(C)(=O)=O)c1)C(C(=O)O)c1ccccc1 (stereo not drawn),1,-5,-1,0,8,2,-3,6,-9,-3
Clc1ccc(-c2nnc(SCc3cccc4ccccc34)n2Cc2ccco2)cc1,2,13,6,-6,nt,-8,nt,-6,-13,3
OCC1OC(n2cnc3c(/C=C(\O)c4ccccc4)ncnc32)C(O)C1O (stereo not drawn),-16,-14,-1,6,5,-14,15,-6,-7,-6
COc1ccccc1NC(=O)CC(NCCN(C)C)C(=O)O (stereo not drawn),2,4,0,0,7,-5,16,8,-4,0
CC(C)C(=O)Nc1ccc2c(c1)nc(CCN1CCN(c3ccccc3)CC1)n2C,-1,-45,-15,-5,-10,-18,-10,15,10,5
CC1=NOC(=O)/C1=C\c1ccc(-c2ccc(Cl)cc2Cl)o1,-4,3,-5,-2,-10,6,-19,0,6,-6
Cc1ccc(Cc2c(-c3ccc(F)cc3)nc3cc(C)ccn23)cc1,-56,-194,-51,-5,-13,4,8,9,2,-37
O=C(NC1CCCC1)c1cc(-c2ccc(F)cc2)on1,-3,-7,0,-3,5,7,10,1,2,-3
CCn1c(SCC(=O)Nc2nc(C)c(C)s2)nnc1-c1cccnc1,0,-8,0,-3,3,-12,18,0,-4,9.8*
c1ccc(-n2nnnc2-c2cnc(-c3ccncc3)nc2-c2cccs2)cc1,-37,-47,-16,-4,-1,3,-1,1,6,-24
CN1C(=O)c2cccc3c(S(=O)(=O)N4CCCC4C(=O)O)ccc1c23 (stereo not drawn),i,-179,-67,-3,1,-3,-2,-2,-6,-432
CC1CCN(S(=O)(=O)c2ccc3ncn(CC(=O)N4CCN(C)CC4)c(=O)c3c2)CC1,-1,-1,-2,1,10,3,5,2,2,-3
COc1ccc(CNC(=O)c2cccs2)cc1,0,-7,-5,-2,0,-2,6,6,2,-1

# Full records from above. Screens in order: PLC-beta3 inh	ADAM10 inh	ADAM17 inh	DDE Tn6 FP inh	ASAP1 inh	TDP2 inh	ARFGAP1 inh	SIAE primary	Tn7 DDE FP	PLCg1 inh
# Profile of CC(C)C(=O)Nc1ccc2c(c1)nc(CCN1CCN(c3ccccc3)CC1)n2C : -1	-45	-15	-5	-10	-18	-10	15	10	5
# Profile of O=C(NC1CCCC1)c1cc(-c2ccc(F)cc2)on1 : -3	-7	0	-3	5	7	10	1	2	-3
